Screening results deposited in PubChem BioAssay by National Center for Advancing Translational Sciences (NCATS).
Tau fluor cs = counter-screen for tau fibril formation inhibitors; tau K18 P301L Alexa594 fluorescence, heparin fibrillization; Potency, µM (doses to about 57.7 µM), for inactives: at the highest dose activity change, negative = decrease; 0.93% of 280,000 active; also: % is scaled to controls: 0 for no effect and ±100 for the full control effect; nearly all actives have a fitted effect of over 55% in size
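Human tau K18 P301L (15 uM unlabeled, 0.24 uM Alexa 594-labeled) in 100 mM sodium acetate pH 7 with 20 uM heparin, 6 hr at 37 C. ThT 30 uM added, 1 hr ambient; Alexa 594 FP and total fluorescence read at 555/632 nm.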
Tau ThT inhib = blocks human tau fibril formation measured by thioflavin T | recombinant tau K18 P301L, heparin-induced fibrillization, ThT fluorescence | 2.1% of 270,000 active | Potency, µM (series often up to 57.4 µM), for inactives: at the highest dose activity, negative = inhibition, actives largely listed as inhibitors | P10636 | AID 1460; also: % is scaled to controls: 0 for no effect and ±100 for the full control effect; nearly all actives have a fitted effect of over 55% in size
Target sequence (P10636 561-689 P618L limits assumed): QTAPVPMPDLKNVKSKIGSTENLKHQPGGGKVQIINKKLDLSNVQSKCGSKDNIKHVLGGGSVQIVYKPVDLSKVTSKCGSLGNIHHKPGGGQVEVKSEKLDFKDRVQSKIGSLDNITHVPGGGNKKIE
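Using a mix of unlabeled (15 uM) and Alexa 594-labeled (0.24 uM) tau K18 P301L, heparin-triggered fibrillization over 6 hr at 37 C was scored by ThT fluorescence.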
GLA spleen mod = inhibitors or activators of human alpha-galactosidase in spleen homogenate | 0.008% of 240,000 active | P06280 | human spleen homogenate, 4MU-alpha-Gal fluorescence, 40 min | Potency, µM (titrated, usually from 80 µM), for inactives: at the top dose activity change, negative = inhibition, usual class: inhibitors;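 also: 0% = enzyme with vehicle and -100% = no enzyme basal signal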
Target sequence (P06280 32-429 limits assumed): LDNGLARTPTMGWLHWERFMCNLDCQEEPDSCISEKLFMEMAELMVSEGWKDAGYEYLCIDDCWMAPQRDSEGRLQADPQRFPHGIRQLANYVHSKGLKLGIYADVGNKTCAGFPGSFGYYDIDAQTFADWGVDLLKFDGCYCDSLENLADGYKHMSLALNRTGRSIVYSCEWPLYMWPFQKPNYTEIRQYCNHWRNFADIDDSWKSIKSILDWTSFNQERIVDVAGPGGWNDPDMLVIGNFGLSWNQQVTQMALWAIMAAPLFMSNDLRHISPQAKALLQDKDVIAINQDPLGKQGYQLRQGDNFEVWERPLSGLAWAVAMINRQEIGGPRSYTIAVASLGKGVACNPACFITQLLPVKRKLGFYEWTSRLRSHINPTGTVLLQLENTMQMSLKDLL
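Inhibition or activation of alpha-galactosidase in human spleen homogenate is scored by 4-MU fluorescence after 40 min at 37C, pH 5.0, with 1 mM substrate. AC50s come from concentration-response fitted to the Hill equation.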
HTT cytoprotect = cytoprotection in Huntington HTT-Q103 PC12 cell model. PC12 HTT-Q103 induced, cytoprotection, ATP luminescence, 40 h. Potency, µM (highest dose often 56.4 µM), inactives show cytoprotection (ATP increase), most hits filed as activators. 0.14% of 230,000 active. AID 1471;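 also: % of control where 0% means no effect; nearly all actives have a fitted effect of over 45% in size; toxic huntingtin expression switched on by the ecdysone agonist tebufenozide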
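Compounds were screened for protection of PC12 cells against cell death after tebufenozide induction (100 nM final) of mutant Huntingtin exon 1 (Q103) fused to GFP.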
Tau FP inhib = blocks human tau fibril formation measured by polarization; K18 P301L tau heparin fibrillization, Alexa594 FP, 6 h; AID 1468; 0.39% of 280,000 active; Potency, µM (highest dose often 57.7 µM), for the others: at the highest dose activity, negative = inhibition, actives largely listed as inhibitors; P10636; also: % is scaled to controls: 0 for no effect and ±100 for the full control effect; nearly all actives have a fitted effect of over 55% in size
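FP of Alexa 594-tau after heparin (20 uM) induction. Substrate: human K18 P301L, 15 uM unlabeled, 0.24 uM labeled. Buffer 100 mM sodium acetate pH 7. 6 hr, 37 C.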
GAA inh = alpha-glucosidase (human) inhibition. P10253. purified human GAA, 4-MU-alpha-glucoside fluorescence. Potency, µM (doses to about 76.9 µM), inactives show top-dose activity change, negative = inhibition, most hits filed as inhibitors. 0.005% of 200,000 active. AID 1466;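 also: plate controls were uninhibited enzyme wells for no effect and no-enzyme background for full effect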
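Human enzyme at 4 nM with 400 uM 4-methylumbelliferyl-alpha-D-pyranoside, citrate/phosphate buffer pH 5.0, 0.005% Tween-20, 20 min at room temperature. Compounds up to 77 uM. 4-MU fluorescence (Ex 365/Em 440) read after NaOH/glycine stop; AC50 from Hill fit.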
GAA glycogen mod = inhibitors or activators of human alpha-glucosidase glycogen cleavage | P10253 | recombinant GAA, glycogen substrate, Amplex Red glucose oxidase fluorescence | Potency, µM (top dose mostly 76.4 µM), for the others: at the top dose activity change, negative = inhibition, usual class: inhibitors | 0.38% of 300,000 active | AID 2100;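 also: 0% = full enzyme reaction and -100% = no-enzyme basal signal; the screen sought inhibitors and activators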
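Natural-substrate format: glycogen cleavage by 4 nM human enzyme, glucose read by Amplex Red coupling (Ex 573, Em 610 nm). Normalized to enzyme and no-enzyme controls.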
GAA spleen mod = inhibits or activates alpha-glucosidase in human spleen homogenate | human spleen homogenate, 4-MU-alpha-glucoside fluorescence | 0.006% of 240,000 active | AID 2112 | Potency, µM (titrated, usually from 79.9 µM), inactives show top-dose activity change, negative = inhibition, actives largely listed as inhibitors;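 also: 0% = enzyme with vehicle and -100% = no enzyme basal signal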
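Compounds were titrated against alpha-glucosidase in spleen homogenate at pH 5.0, with 1 mM 4-methylumbelliferyl substrate for 40 min at 37 C. Reactions were quenched with pH 10 NaOH/glycine and fluorescence measured.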
An asterisk follows results filed as active; ? = inconclusive; nt = not tested or not shown; [ ] = another dose, or the depositor's remark. Calls follow the shape of the dose curve; as a rule, active = well fitted curve in the direction sought with a large enough effect; inconclusive = small, poorly fitted or top-dose-only effect, or another doubt; inactive = no such curve, though single readings can be large; an effect the other way counts as inactive or inconclusive. Potency is read from the fitted curve at half-maximal effect.

Sample of the layout:
SMILES | GAA glycogen mod | Tau ThT inhib | HTT cytoprotect | Tau fluor cs | GLA spleen mod | GAA spleen mod | GAA inh | Tau FP inhib
COc1cc(C(=O)OCC(=O)Nc2ccc(C(C)=O)cc2)ccc1OCC(=O)N1CCOCC1 | -8% | 0% | -8%[10 µM] | 2% | -5% | 8% | 1% | 8%
COc1ccc(/C=N/n2c(SC)nnc(C(C)(C)C)c2=O)cc1 | 3% | -6% | -18% | -9% | -25% | -19% | 0% | -10%
Cc1noc(C)c1S(=O)(=O)Nc1ccc(C(=O)N2CCN(c3ccc(F)cc3)CC2)cc1 | -4% | -4% | -5% | -8% | -3% | 2% | 4% | 6%
Cc1ccc(S(=O)(=O)N2CCN(C(=O)c3cccs3)CC2)cc1 | 18% | -1% | 24%[10 µM] | 4% | 0% | -1% | 11% | -10%
O=C(CSc1nc(-c2ccco2)cc(C(F)(F)F)n1)Nc1cccnc1 | 8% | 2% | 31% | -5% | 0% | 0% | -4% | -4%
CCN(CC)C(=O)NC1CC(=O)N(c2ccc(OC)cc2)C1 (configuration not stated) | 9% | 4% | -11%[10 µM] | 2% | -4% | -4% | 0% | -3%

Main list, from the start:
SMILES | GAA glycogen mod | Tau ThT inhib | HTT cytoprotect | Tau fluor cs | GLA spleen mod | GAA spleen mod | GAA inh | Tau FP inhib
COc1cc(C(=O)OCC(=O)Nc2ccc(C(C)=O)cc2)ccc1OCC(=O)N1CCOCC1 | -8% | 0% | -8%[10 µM] | 2% | -5% | 8% | 1% | 8%
COc1ccc(/C=N/n2c(SC)nnc(C(C)(C)C)c2=O)cc1 | 3% | -6% | -18% | -9% | -25% | -19% | 0% | -10%
Cc1noc(C)c1S(=O)(=O)Nc1ccc(C(=O)N2CCN(c3ccc(F)cc3)CC2)cc1 | -4% | -4% | -5% | -8% | -3% | 2% | 4% | 6%
Cc1ccc(S(=O)(=O)N2CCN(C(=O)c3cccs3)CC2)cc1 | 18% | -1% | 24%[10 µM] | 4% | 0% | -1% | 11% | -10%
O=C(CSc1nc(-c2ccco2)cc(C(F)(F)F)n1)Nc1cccnc1 | 8% | 2% | 31% | -5% | 0% | 0% | -4% | -4%
CCN(CC)C(=O)NC1CC(=O)N(c2ccc(OC)cc2)C1 (configuration not stated) | 9% | 4% | -11%[10 µM] | 2% | -4% | -4% | 0% | -3%
COc1cc2c(cc1OC)C(C(=O)N1CCOCC1)C(c1cccs1)N(C)C2=O (configuration not stated) | 10% | -8% | -9% | -6% | -6% | -12% | 0% | 11%
O=C(Nc1ccccc1)c1ccc(N2CCN(c3ccccn3)CC2)c(S(=O)(=O)N2CCOCC2)c1 | 0% | -1% | -4% | -21% | -10% | -3% | ? | 4%
COc1ccc(OCC(=O)NCC(c2ccc(OC)cc2)N2CCCCC2)cc1 (configuration not stated) | 5%[76.3 µM] | -16% | nt | -11% | nt | nt | nt | 1%
Cc1ccccc1OCC(=O)N/N=C/c1ccc2c(c1)OCCO2 | 9% | ? | 19%[10 µM] | -23% | 10% | -2% | -32% | 5%
Cc1ccc(-c2nc(CN(C)C(C3CC3)C3CC3)c(C)o2)cc1 | 16% | -18% | -16%[10 µM] | -14% | -9% | -8% | -5% | -2%
O=C(CSc1nc(-c2ccco2)cc(C(F)(F)F)n1)NN1CCOCC1 | 7% | -5% | nt | 5% | 0% | 2% | -1% | 4%
COc1ccc(NC(=S)NCc2cccnc2)cc1OC | -13% | 5% | 9% | 1% | 0% | -25% | 8% | -1%
O=C(NCC(=O)N(c1ccccc1)C(C(=O)NCC1CCCO1)c1ccccc1)c1ccco1 (configuration not stated) | -14% | 4% | -4% | 8% | -1% | -5% | -1% | -1%
O=C(Nc1cccc(Cl)c1)c1cc2c(=O)[nH]c3ccccc3c2s1 | 3%[76.3 µM] | ? | nt | ? | nt | nt | nt | ?
COc1ccccc1-c1nc(-c2ccncc2)no1 | 3% | -1% | -34% | -5% | 5% | -2% | ? | 9%
c1ccc(-c2cc3c(-n4cccc4)ncnc3o2)cc1 | -3% | -13% | -12%[10 µM] | -29% | -15% | 2% | -1% | -16%
CCn1c(-c2ccco2)nc2ccccc21 | -1% | -6% | -23%[1.9 µM] | 14% | -6% | -1% | -8% | 8%
Cc1cccc(NC(=O)Cn2c(=O)n(CCC(=O)NC3CCCC3)c(=O)c3ccccc32)c1 | 5% | -4% | -3% | -16% | -8% | -9% | -10% | -3%
C=C1C2CC[C@]3(CCC4[C@@]5(C)CCC[C@@]4(CN(CCO)C5)[C@@H]3C2)[C@@H]1O (some centres not stated) | nt | -10% | nt | -3% | -1% | 9% | nt | 0%
Cc1ccc(S(=O)(=O)NCCC(=O)NCc2ccco2)cc1 | 0% | -16% | nt | -12% | 0% | 5% | -11% | 1%
CCCCNc1nc2c(-c3ccccc3)nnn2c2ccccc12 | 4% | -6% | 24%[10 µM] | -5% | -5% | 8% | -5%[15.4 µM] | 4%
O=c1cc(N2CCN(Cc3ccccc3)CC2)[nH]c(=O)n1-c1ccc(Br)cc1 | 12% | ? | -6%[10 µM] | 6% | 0% | -5% | 6% | 6%
CC(C)CCNC(=O)NC(=O)CSc1nnc(COc2ccccc2Cl)o1 | -2% | ? | -13%[10 µM] | -13% | -14% | -6% | -4% | -3%
Cc1cc(C)c2oc(C(=O)Nc3c(C(=O)c4ccccc4)oc4ccccc34)cc(=O)c2c1 | 14%[76.3 µM] | -5% | nt | -7% | nt | nt | nt | 0%
C=C1C(C(=O)Nc2cccc(OC)c2)C1C(=O)Nc1cccc(OC)c1 (configuration not stated) | 7% | -1% | 4% | -8% | -9% | -7% | 8% | -3%
Cc1ccc(NC(=O)C(C)c2cccc(C(=O)c3ccccc3)c2)cc1O (configuration not stated) | 7% | -6% | 19%[10 µM] | ? | -4% | -2% | -3% | 4%
COc1ccc(C2(CNC(=O)c3ccc(Br)o3)CCOCC2)cc1 | 4% | -4% | 12% | 5% | -6% | -18% | -5% | 1%
CCN1CCN(c2ccc([N+](=O)[O-])cc2C(=O)c2ccc(Cl)cc2)CC1 | -2% | -13% | -40%[inhibitor] | -12% | -10% | -12% | -8% | 2%
COc1ccc2nc(SCCN(C)C)[nH]c2c1 | 4% | -12% | 5%[10 µM] | -1% | 2% | 4% | -7% | 4%
CCCN1C(=O)c2cc(C(=O)Nc3ccc(OC)c(OC)c3)ccc2C1Nc1ccc(OC)c(OC)c1 (configuration not stated) | 8% | ? | -15% | ? | -20% | -18% | -3% | -18%
O=C(Nc1nccs1)c1cn(-c2ccccc2)nc1-c1ccccc1 | -13% | -4% | -23%[10 µM] | ? | 6% | 1% | -1% | ?
NC(=S)Nc1cc(Cl)cc(Cl)c1 | -1% | 4% | 32%[10 µM] | -6% | 5% | 1% | nt | -2%
CCOC(=O)c1sc(-c2ccc(OC)cc2)cc1NC(C)=O | -3% | -16% | nt | -17% | ? | 12% | ? | -10%
COc1ccc(C)cc1S(=O)(=O)N(CC(=O)Nc1cccc([N+](=O)[O-])c1)c1ccccc1 | -4% | -7% | -6%[10 µM] | ? | -25% | -9% | -9% | 9%
N#Cc1cc2c(nc1Cl)CCC2 | 3% | -11% | -1%[10 µM] | -8% | 5% | -14% | -3% | -4%
O=C(CCn1c(=O)oc2ccccc21)N1CCN(c2ccccc2Cl)CC1 | -2% | -13% | -9%[10 µM] | -4% | -5% | -2% | -1% | 12%
CCc1[nH]nc2c1C(C(C)C)C(C#N)=C(N)O2 (configuration not stated) | -15% | -1% | 20%[10 µM] | -1% | -1% | -1% | 1% | -1%
O=C(NCc1ccc(Cl)cc1)C(=O)Nc1cccc(Br)c1 | 0%[76.3 µM] | 3% | nt | 10% | nt | nt | nt | -9%
O=C(N/N=C/c1ccncc1)C1CC1C(=O)N/N=C/c1ccncc1 (configuration not stated) | 0% | 7% | nt | 2% | -1% | -8% | 0% | 5%
CCC(=O)Nc1ccc(S(=O)(=O)N2CCCCC2)cc1OC | 2% | -4% | 4% | -6% | 1% | -7% | -10% | 2%
CS(=O)(=O)N1CCC(C(=O)Nc2ccc(OCc3ccccc3)cc2)CC1 | 0% | -6% | -22%[0.074 µM] | -1% | -8% | -7% | -1% | 4%
Cc1occc1-c1nnc(SCC(=O)NC2CCCC2)n1-c1ccccc1 | 3% | 2% | 17%[1.9 µM] | -2% | 0% | 4% | 1% | -4%
CCn1ncc(CNC(=O)C2(C)CC2(Cl)Cl)c1C (configuration not stated) | 1% | -1% | 25%[10 µM] | -7% | -9% | 0% | 7% | -3%
CCC(C)C(NC(=O)OCc1ccccc1)C(=O)NC(Cc1ccc(O)cc1)C(=O)OC (configuration not stated) | -16% | 5% | -23%[10 µM] | -1% | 4% | 4% | 2% | -1%
Clc1ccc(SCc2cc(-c3ccccc3)on2)cc1 | 0% | -16% | 14%[10 µM] | -11% | 1% | -2% | 3% | -1%
CC(Oc1ccc2ccc(=O)oc2c1)C(=O)c1ccccc1 (configuration not stated) | -6% | 8% | 20%[10 µM] | 3% | 5% | 1% | 2% | 5%
COc1cccc(-c2nn(-c3ccccc3)cc2CNC(C)Cn2cncn2)c1 (configuration not stated) | 9% | -9% | -24%[10 µM] | -5% | -3% | -6% | ? | -4%
COc1ccc(-n2c(CCc3ccccc3)n[nH]c2=S)cc1 | ? | -7% | -53%[inhibitor] | -9% | 0% | -6% | -1% | -5%
CCc1ccc(C2NC(=S)NC3=C2C(=O)N(c2ccccc2OC)C(c2ccc(CC)cc2)N3)cc1 (configuration not stated) | ? | ? | -7% | -29% | 1% | -14% | -10% | ?

The list continues.
SMILES | GAA glycogen mod | Tau ThT inhib | HTT cytoprotect | Tau fluor cs | GLA spleen mod | GAA spleen mod | GAA inh | Tau FP inhib
C/C(=N\NC(=O)C1COc2ccccc2O1)c1ccccn1 (configuration not stated) | 7% | -10% | -24%[10 µM] | -4% | 10% | -9% | -1% | -4%
CS(=O)(=O)N1CCc2cc(C(=O)NC3CC3)ccc21 | 8% | 3% | -29% | 2% | -20% | 2% | 7% | 5%
COc1ccc(Cn2nnnc2C(c2cccs2)N2CCN(c3ccccc3)CC2)cc1 (configuration not stated) | 0% | -2% | 23%[10 µM] | -13% | -2% | -4% | -6% | 11%
CC(C)CCNC(=O)CN1N=C(c2ccc(Cl)cc2)CCC1=O | 0% | 3% | nt | 2% | nt | nt | nt | 0%
